Bioassay records (PubChem)
miR-122 sensor: inhibitors of miR-122 in Huh7 cells; activation (reporter increase), % at 12.5 µM; Huh7 miR-122 Renilla luciferase sensor, 48 h; neutral wells = 0, positive control = 100; actives 0.3% (n = 340,000); AID 602342;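 active = mean replicate activation score at least 90 and every replicate individually at or above 90; inconclusive = only one of the two criteria met; inactive = neither criterion met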;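 also: higher luciferase means less miR-122 activity so hits act as miR-122 inhibitors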
SIRT5 inh: blocks human SIRT5 desuccinylation of peptide; Purified SirT5, succinyl-peptide AMC, trypsin-coupled fluorescence; inhibition, % at 15 µM; actives 1.1% (n = 330,000); in the data active = inhibition above about 15%; inconclusive = no clear call, values can overlap the other calls
Target sequence (Q9NXA8 whole entry, looked up): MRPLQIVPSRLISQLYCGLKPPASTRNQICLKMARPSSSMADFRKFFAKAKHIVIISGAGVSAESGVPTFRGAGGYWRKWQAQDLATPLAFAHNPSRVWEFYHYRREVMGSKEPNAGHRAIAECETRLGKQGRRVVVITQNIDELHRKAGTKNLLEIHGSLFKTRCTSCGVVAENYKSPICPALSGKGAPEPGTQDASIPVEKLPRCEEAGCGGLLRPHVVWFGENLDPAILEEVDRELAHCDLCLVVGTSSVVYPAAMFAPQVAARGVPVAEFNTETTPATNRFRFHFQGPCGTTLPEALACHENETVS
F508del corr: CFTR F508del correction in bronchial cells | CFBE cells, YFP halide quenching; stimulated with forskolin plus potentiator P3; % fluorescence drop versus neutral controls | activity (quench increase), % at 7.58 µM | actives 0.36% (n = 350,000);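 active = mean added fluorescence quench of at least 8% versus neutral control, with both replicates also reaching 8%; inconclusive = only one of the mean or replicate conditions met; inactive = mean below 8% and not both replicates reaching 8%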;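 also: cells transiently co-express mutant CFTR-F508del with the halide-sensitive YFP; corrector assay measuring rescue of mutant channel to the surface after 24 h compound exposure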
Casp6 inh: blocks human caspase-6 cleavage activity; AID 686996; inhibition, % at 12.5 µM; actives 0.53% (n = 350,000); purified caspase-6, Z-VEID-R110 cleavage fluorescence; P55212;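 active = mean inhibition across replicates at least about 35%, with every replicate also reaching that limit, limit read from the data; inconclusive = only one of the two criteria met; inactive = neither criterion met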;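 also: 0% = median of neutral control wells and 100% = no fluorescence left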
Target sequence (P55212 24-179 limits assumed): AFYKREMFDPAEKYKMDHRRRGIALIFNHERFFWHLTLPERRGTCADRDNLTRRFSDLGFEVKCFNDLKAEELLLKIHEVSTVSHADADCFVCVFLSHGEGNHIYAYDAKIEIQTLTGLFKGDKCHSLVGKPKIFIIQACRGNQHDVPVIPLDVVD
Target sequence (P55212 194-293 limits assumed): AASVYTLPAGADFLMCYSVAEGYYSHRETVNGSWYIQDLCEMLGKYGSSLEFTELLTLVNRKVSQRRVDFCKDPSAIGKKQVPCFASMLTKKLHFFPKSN
DENV2 CPE rescue: protects cells from dengue virus 2 cytopathic effect; actives 1.7% (n = 350,000); DENV2-infected cells, cytopathic effect rescue, plate reader; CPE inhibition, % at 9.99 µM; in the data active = CPE inhibition above about 20%, passing the limit was not always enough; inconclusive = no clear call, values can overlap the other calls; tested in BHK-21 cells;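 also: 0% = median of neutral control wells and 100% = median of positive control wells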
ERAP1 inh: inhibitors of human ERAP1 aminopeptidase; inhibition, % at 10.7 µM; AID 652197; actives 0.15% (n = 340,000); recombinant ERAP1, Leu-AMC fluorescence, 60 min;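 active = mean replicate inhibition of at least 30%, or all replicates individually reaching that 30% level; inactive = mean below 30% and not every replicate reaching it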;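 also: 0% = neutral control wells and 100% = L-leucinethiol positive control wells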
ERp5 inh: blocks human ERp5 reductase activity on insulin | actives 0.05% (n = 350,000) | inhibition, % at 9.99 µM | ERp5 insulin aggregation, absorbance 650 nm, 90 min;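 active = mean replicate inhibition above about 25%, with every replicate also reaching it, limit read from the data, passing the limit was not always enough; inconclusive = only one of those two criteria met; inactive = neither criterion met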
Target sequence (Q15084 whole entry, looked up): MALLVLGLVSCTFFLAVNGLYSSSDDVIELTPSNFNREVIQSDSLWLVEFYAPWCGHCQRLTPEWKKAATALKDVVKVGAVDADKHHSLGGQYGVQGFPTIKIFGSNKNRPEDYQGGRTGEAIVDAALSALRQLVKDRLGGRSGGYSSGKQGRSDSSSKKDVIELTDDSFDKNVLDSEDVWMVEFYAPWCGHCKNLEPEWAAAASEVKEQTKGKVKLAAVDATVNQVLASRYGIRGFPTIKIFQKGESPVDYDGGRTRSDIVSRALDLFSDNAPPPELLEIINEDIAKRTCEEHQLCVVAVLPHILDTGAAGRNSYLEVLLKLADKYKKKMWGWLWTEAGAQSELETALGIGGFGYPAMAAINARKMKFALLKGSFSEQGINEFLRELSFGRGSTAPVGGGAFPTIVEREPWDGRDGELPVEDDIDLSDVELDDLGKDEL
Active calls of the source: *; u = inconclusive; x = no result given; [ ] = dose if it differs, or a comment.

SMILES	miR-122 sensor	SIRT5 inh	F508del corr	Casp6 inh	DENV2 CPE rescue	ERAP1 inh	ERp5 inh
CC1(C)Cc2c(sc3nnn(Cc4ccc(Cl)cc4)c(=O)c23)CO1	-3	-1	-1.9	-4	3	-1	-2
CCOc1ncccc1C(=O)OCC(=O)Nc1nnc(-c2ccccc2)o1	x	-2	0.9	x	-2	-1	6
CS(=O)(=O)c1ccc(Cl)c(NC(=O)CSc2nnc(-c3cccs3)n2N)c1	-8	-3	-0.9	3	1	2	-11
Cc1ccc(CN(C)C(=O)CN2C(=O)NC3(CCCC3)C2=O)o1	0	-7	-4.7	-4	0	0	-1
COc1ccc(-c2nc3c(-c4ccccc4)cnn3cc2C)cc1F	-5	4	-2.7	0	-8	-3	7
O=C(C[C@@H]1CC[C@@H](NS(=O)(=O)c2ccc(F)cc2)[C@H](CO)O1)N1CCc2ccccc2C1	x	-3	-0.6	1	-13	1	-3
CCCCNC(=O)C1(C)CCCCN1C(=O)c1ccc2c(c1)C(C)(C)CCC2(C)C (stereo not drawn)	-1	x	1.4	1	u	2	6
CCN(c1ccccc1)S(=O)(=O)c1ccc2[nH]c(=O)[nH]c2c1	x	24*	-1.1	8	1	6	-5
C[C@@H]1CN([C@H](C)CO)C(=O)c2cccc(NC(=O)Nc3ccc(F)cc3)c2O[C@H]1CN(C)Cc1ccc(C(=O)Nc2ccccc2N)cc1	x	x	0.0	-2	0	-1	0
O=C(NCCN1C(=O)S/C(=C\c2ccc(OC(F)F)cc2)C1=O)c1cnccn1	x	11	13*	5	-5	-3	-4
S=C(NCCc1ccccc1)NCCN1CCOCC1	0	-10	-2.4	-1	1	-1	5
NS(=O)(=O)c1ccc(CNC(=O)C2(c3ccc(Cl)cc3)CC2)cc1	-17	3	1.9	8	9	-1	-2
CCc1ccc(C(=O)CSc2n[nH]c(-c3ccncc3)n2)cc1	2	-2	1.7	-3	x	-1	-2
CCC(=O)N1[C@@H]2Cn3c(ccc(-c4ccccc4)c3=O)[C@H]1[C@@H](C(=O)N1CCCCC1)[C@@H]2CO	-1[16.7 µM]	-30	-0.8	-1	4	0	5
COc1ccc(Cl)cc1N(CC(=O)Nc1ccccc1SC)S(C)(=O)=O	2	1	x	1	x	0	2
COc1ccc(-c2ccccc2[C@H]2[C@@H](CO)N(C(=O)NC3CCCCC3)[C@H]2C#N)cc1	x	5	2.1	-1	-8	1	0
Cc1cc(=O)[nH]c(NCc2ccccc2)n1	x	-3	0.0	0	0	-4	0
COCn1ccnc1C(=O)c1ccco1	-2	-6	1.4	2	-1	0	0
CN(C)C(=O)c1ccc(-c2ccc3c(c2)[C@H]2[C@H](CCN2C(=O)C2CCCCC2)[C@H](CO)N3C)cc1	x	2	1.5	-3	10	-1	6
CC1CC1C(=O)Nc1ccc(-c2ccccc2)cc1 (stereo not drawn)	x	-2	x	-4	7	3	1
CC(C)(C)OC(=O)N1CCN(C(=O)Nc2ccc3c(c2)OCCO3)CC1	-4	3	0.0	7	-7	0	2
O=C(NCc1ccccc1)Nc1cccn(Cc2c(F)cccc2Cl)c1=O	x	2	4.5	0	-5	-3	-6
C[C@H]1CCCCO[C@H](CN(C)S(=O)(=O)c2ccc(Cl)cc2)[C@@H](C)CN([C@@H](C)CO)C(=O)c2cc(NC(=O)Nc3ccc4c(c3)OCO4)ccc2O1	-8[16.7 µM]	5	-1.6	0	-12	-2	-1
NCCCC[C@@H]1NC(=O)c2cc([N+](=O)[O-])cc(I)c2SC[C@@H](C(N)=O)NC(=O)[C@H](CCC(N)=O)NC1=O	43	-4	-0.3	11	-7	4	-1
Cc1ccc(Nc2c(-c3ccc(N4CCOCC4)cc3)nc3ncccn23)cc1C	2	-2	1.2	0	-1	5	-7
COc1ccc(S(=O)(=O)N2CCN(C)CC2)c2ccccc12	2	x	0.4	0	-5	x	3
N#Cc1cccc(-c2ccc([C@@H]3[C@H](CO)N4CCCCN(C(=O)Nc5cccc(F)c5)C[C@@H]34)cc2)c1	-12[16.7 µM]	-5	-4.6	-4	-25	1	0
O=C(O)CC(C(=O)Nc1ccc(Cl)cc1Cl)C1CCCO1 (stereo not drawn)	x	-3	-0.6	-4	-2	-1	-2
c1ccc(C[n+]2ccc3ccccc3c2)cc1	x	3	x	4	4	1	3
COc1ccc(/C(N)=N/OC(=O)c2ccc3ccccc3c2)cc1OC	-3	-5	0.8	1	-8	0	1
O=C1CN(S(=O)(=O)c2cc(C(=O)O)ccc2Cl)c2ccccc2N1	x	-1	-0.9	x	9	5	-2
CCCNC(=O)COC(=O)C1CCN(S(=O)(=O)c2ccc3c(c2)OCCO3)CC1	x	-2	-2.2	3	-2	0	0
O=C(Nc1ccc2c(c1)OCCO2)N1CCOCC1	x	-2	-0.6	x	-2	-2	4
CO[C@@H]1CN(C)C(=O)c2cc(NC(=O)C3CC3)ccc2OC[C@@H](C)N(S(=O)(=O)c2ccc(Cl)cc2)C[C@H]1C	-3[16.7 µM]	2	3.2	5	8	-4	17
CCCNC(=O)COC(=O)c1n[nH]c2ccccc12	x	-3	0.5	0	-4	3	4
Cc1cc(C(=O)NC2CC(C)(C)Cc3c2cnn3-c2cccc(F)c2)nn1C (stereo not drawn)	0	3	0.3	1	-5	-2	-5
N#CC1(Nc2ccc3c4c(cccc24)CC3)CCCCC1	x	x	-2.2	-1	u	-1	-8
NC(=O)[C@@H]1CC2(CC(c3cccc(NC(=O)[C@@H]4CCC(=O)N4)c3)=NO2)CN1C(=O)Cc1ccc([N+](=O)[O-])cc1 (stereo partly drawn)	-5	2	-0.3	-5	10	-3	1
O=C(Oc1ccccc1)n1c(=S)oc2ccccc21	x	-1	2.6	2	2	5	1
O=C1N=C(N2CCOCC2)SC1=Cc1ccco1	x	0	0.7	9	-4	4	5

Part of the list above, reduced to ERAP1 inh and F508del corr.
Structure | ERAP1 inh | F508del corr
O=C1CN(S(=O)(=O)c2cc(C(=O)O)ccc2Cl)c2ccccc2N1 | 5 | -0.9
CCCNC(=O)COC(=O)C1CCN(S(=O)(=O)c2ccc3c(c2)OCCO3)CC1 | 0 | -2.2
O=C(Nc1ccc2c(c1)OCCO2)N1CCOCC1 | -2 | -0.6
CO[C@@H]1CN(C)C(=O)c2cc(NC(=O)C3CC3)ccc2OC[C@@H](C)N(S(=O)(=O)c2ccc(Cl)cc2)C[C@H]1C | -4 | 3.2

Going on with the list:
SMILES	miR-122 sensor	SIRT5 inh	F508del corr	Casp6 inh	DENV2 CPE rescue	ERAP1 inh	ERp5 inh
CC(C)c1ccc(NC(=O)CCC(=O)NCc2ccco2)cc1	-1	-3	2.5	1	2	1	-2
CCCc1cc(-c2ccc3c(c2)COc2c4ccccc4nn2-3)on1	2	x	1.9	-3	8	-1	4
Cn1cc(S(=O)(=O)N2CCCC2)cc1C(=O)NCc1ccccc1	-6	-1	0.4	-1	-4	-3	0
O=S(=O)(Nc1nc2ccccc2nc1Cl)c1ccc(Br)cc1	9	5	1.5	0	4	-3	-2
COc1ccc(CN(C)C[C@@H]2OCCCC[C@H](C)Oc3ccc(NC(=O)Nc4ccc(F)cc4)cc3C(=O)N([C@@H](C)CO)C[C@H]2C)cc1	-5[16.7 µM]	-3	-2.3	0	-3	-4	11
O=C(NCc1ccc(F)cc1)C1CCC(CNS(=O)(=O)c2ccccc2)CC1 (stereo not drawn)	-7	-1	-1.0	-3	-4	-2	1
Cc1noc(C)c1NC(=O)Nc1ccc2c(c1)C(=O)N([C@@H](C)CO)C[C@@H](C)[C@H](CN(C)C(=O)Nc1ccc(F)cc1)O2	1[16.7 µM]	-2	-0.8	0	-5	1	0
Cc1ccc(C)c(NS(=O)(=O)c2ccc(-c3cnc(C4CC4)o3)cc2)c1	x	-2	-0.8	3	2	-2	0
O=C(NC1CCS(=O)(=O)C1)c1cccc(Br)c1 (stereo not drawn)	-4	17*	-1.2	-1	7	1	-2
Cc1noc(C)c1S(=O)(=O)N(C)C[C@H]1Oc2c(cccc2N(C)C)C(=O)N([C@@H](C)CO)C[C@H]1C	-3[16.7 µM]	x	2.6	x	-9	x	x
COc1ccc(OC)c(/C=N/N2CCN(c3ccc(Cl)cc3)CC2)c1	-3	-2	-0.7	-2	9	-1	0
C[C@@H]1CCCCO[C@@H](CN(C)C)[C@@H](C)CN([C@H](C)CO)C(=O)c2cc(NS(=O)(=O)c3ccccc3)ccc2O1	-3[16.7 µM]	-1	-0.2	0	7	0	0
COc1cc([N+](=O)[O-])ccc1NC(=S)Nc1cccc(C(=O)O)c1	-2	4	-0.3	9	-5	-4	-3
c1cncc(C(c2nnnn2C2CCCCC2)N2CCCCC2)c1 (stereo not drawn)	10	1	-0.7	1	18	-4	0
C[C@H]1CN([C@@H](C)CO)C(=O)c2cc(C#CC3CC3)cnc2O[C@@H]1CN(C)C(=O)Cc1ccccn1	1[16.7 µM]	1	-3.8	1	0	1	2
Cc1ccc(-c2cc(C(=O)N3CCCC(C(F)(F)F)C3)c3ccccc3n2)o1 (stereo not drawn)	-2	-15	-2.4	-13	-6	-35	-6
COc1ccc(-c2csc(NC(=O)CN3C(=O)CCC3=O)n2)cc1	x	-3	-0.6	-1	11	1	-3
CCc1cc2c(=O)c(-c3nc4ccccc4[nH]3)coc2c(CN2CCCCC2C)c1O (stereo not drawn)	0	1	-2.6	1	-4	5	0
CC1(C(=O)NS(=O)(=O)Cc2cccc(Cl)c2)CCN1C(=O)C1(c2ccc(Cl)cc2)CC1 (stereo not drawn)	6	-1	-3.2	1	-9	0	0
O=C(c1ccccc1)N1CCCCC(Cl)C1=O (stereo not drawn)	-5	-2	-3.2	0	7	-1	2
CO[C@@H]1CN(C)C(=O)c2ccc(NC(=O)C3CCC3)cc2OC[C@@H](C)N(C(=O)CN(C)C)C[C@H]1C	x	-2	1.2	0	11	-3	-4
O=S(=O)(c1ccccc1)N1C[C@H]2[C@@H](c3ccccc31)[C@H](CO)N2Cc1ccc2c(c1)OCO2	10[16.7 µM]	0	-0.4	-2	-9	5	4
COc1cc(C(C)=O)ccc1OCC(O)CN1CCN(c2cc(C)cc(C)c2)CC1 (stereo not drawn)	-2	x	-1.3	-1	u	-3	6
O=S(=O)(c1ccccc1F)N1CC[C@@H]2[C@H]1c1cc(-c3ccccc3)ccc1N[C@@H]2CO	3[16.7 µM]	9	0.1	2	15	0	0
O=C(/C=C/c1cccs1)NC(=S)Nc1ccccc1	-3	8	1.7	3	5	0	4
CCCCN1C(=O)C(=Nc2cccc3cnccc23)c2ccccc21	x	4	-0.8	-4	10	1	-1
c1ccc(-c2noc(C3CCC3)n2)nc1	0	-4	-2.5	-1	10	1	4
COc1ccc(S(=O)(=O)N(C)C[C@@H]2Oc3ccc(NC(=O)C4CC4)cc3CC(=O)N([C@H](C)CO)C[C@H]2C)cc1	4[16.7 µM]	3	-1.9	1	-1	0	2
COc1ccc(NC(=O)c2ocnc2C)cc1OC	x	6	2.0	1	-3	3	4
C[C@H]1CN([C@@H](C)CO)C(=O)Cc2cc(NS(=O)(=O)c3cccs3)ccc2O[C@H]1CN(C)Cc1ccc(Cl)c(Cl)c1	-8[16.7 µM]	-1	1.2	-3	4	2	-4
C[C@@H]1CN([C@H](C)CO)S(=O)(=O)c2ccc(/C=C/c3ccccc3)cc2O[C@H]1CN(C)C(=O)Nc1cccc(F)c1	21[16.7 µM]	0	0.7	1	-8	3	-2
CC(C)=CCC[C@](C)(O)C1CC[C@]2(C)C1[C@H](O)CC1[C@@]3(C)CC[C@H](O[C@@H]4O[C@H](CO)[C@@H](O)[C@H](O)[C@H]4O[C@@H]4O[C@H](CO)[C@@H](O)[C@H](O)[C@H]4O)C(C)(C)C3CC[C@]12C (stereo partly drawn)	x	-6	-2.8	3	6	-1	-4
COc1ccccc1CN1C(=O)c2ccccc2[C@](Cc2ccccc2I)(C(=O)NCCN2CCOCC2)[C@@H]1c1ccc(CO)cc1	x	2	-2.3	3	7	0	1
COc1ccc(C2C(C(C)=O)=C(O)C(=O)N2c2nccs2)c(OC)c1 (stereo not drawn)	x	2	-1.0	0	x	0	-2
